TR SRC2 fluor cs – counter-screen for TRb-SRC2 inhibitors: fluorescence interference; TRb/SRC2 Texas Red total fluorescence interference; Potency, µM (top dose mostly 106 µM), for inactives: at the top dose fluorescence change, negative = quenching; hit rate 0.29% among 280,000; AID 1479; active means well fitted curve in either direction with a large enough effect; inconclusive means small, poorly fitted or top-dose-only effect; further: potency means the concentration at half of the fitted maximal effect; on the % scale 0 is the no-effect control and ±100 the full control effect
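Human TRβ ligand-binding domain (0.6 uM) and Texas Red SRC2 peptide (20 nM) in Tris buffer with 1 uM T3 and 5% DMSO were incubated with pinned compound for 5 hr at ambient temperature. Total fluorescence was computed as S + 2P (555/632 nm).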
aGal spleen mod – inhibits or activates alpha-galactosidase in human spleen homogenate | P06280 | human spleen homogenate, 4MU-alpha-Gal fluorescence, 40 min | Potency, µM (doses to about 80 µM), for the others: at the top dose activity change, negative = inhibition, hits mostly inhibitors | hit rate 0.008% among 240,000 | AID 2107;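 further: potency means the concentration at half of the fitted maximal effect; 0% = enzyme with vehicle and -100% = no enzyme basal signal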
Target sequence (P06280 32-429 limits assumed): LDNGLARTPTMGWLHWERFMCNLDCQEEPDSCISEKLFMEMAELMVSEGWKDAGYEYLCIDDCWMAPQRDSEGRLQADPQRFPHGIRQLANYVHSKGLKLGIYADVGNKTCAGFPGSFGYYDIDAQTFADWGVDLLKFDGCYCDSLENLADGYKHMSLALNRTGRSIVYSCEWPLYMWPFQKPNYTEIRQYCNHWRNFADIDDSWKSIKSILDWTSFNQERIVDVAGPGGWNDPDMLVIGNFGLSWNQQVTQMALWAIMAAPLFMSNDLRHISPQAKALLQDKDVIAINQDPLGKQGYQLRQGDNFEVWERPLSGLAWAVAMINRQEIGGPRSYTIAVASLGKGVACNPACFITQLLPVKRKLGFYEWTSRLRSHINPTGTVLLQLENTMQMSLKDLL
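Human spleen homogenate (1 ug) was the enzyme source, with 4-methylumbelliferyl-alpha-D-galactopyranoside (1 mM final) in pH 5.0 citrate buffer with 0.01% Tween-20. Compounds were titrated; after 40 min at 37C, NaOH/glycine stop, 4-MU fluorescence read; AC50 from Hill fits.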
Epigenetic reg – regulators of epigenetic silencing causing reporter derepression in mouse cells; murine LDR cells, GFP reporter derepression, 30 h; Potency, µM (top dose mostly 53.9 µM), for inactives: top-dose GFP activation, hits mostly activators; hit rate 0.2% among 280,000; further: potency means the concentration at half of the fitted maximal effect; % of control where 0% means no effect; nearly all actives have a fitted effect of over 60% in size
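Murine LDR cells bearing a silenced CMV-driven GFP reporter were exposed to compound for 30 h at 37 C. After PBS washes, GFP-positive cells (20-120 um objects) counted by laser-scanning microplate cytometry.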
Tau fluor cs – counter-screen for tau fibril formation inhibitors | AID 1463 | Potency, µM (series often up to 57.7 µM), for the others: top-dose activity change, negative = decrease | tau K18 P301L Alexa594 fluorescence, heparin fibrillization | hit rate 0.93% among 280,000; further: potency means the concentration at half of the fitted maximal effect; on the % scale 0 is the no-effect control and ±100 the full control effect; nearly all actives have a fitted effect of over 55% in size
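Human tau K18 P301L (15 uM unlabeled, 0.24 uM Alexa 594-labeled) in 100 mM sodium acetate pH 7 with 20 uM heparin, 6 hr at 37 C. ThT 30 uM added, 1 hr ambient; Alexa 594 FP and total fluorescence read at 555/632 nm.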
TRb SRC2 PPI – TRbeta-SRC2 interaction inhibition; TRbeta-SRC2 peptide binding, fluorescence polarization; receptor liganded with 1 µM T3; Potency, µM (series often up to 106 µM), for inactives: top-dose activity change, negative = inhibition, hits mostly inhibitors; hit rate 0.065% among 280,000; AID 1469;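 further: potency means the concentration at half of the fitted maximal effect; plate controls were bound peptide for no effect and peptide without receptor for full effect; nearly all actives have a fitted effect of over 50% in size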
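A fluorescence polarization screen tested compounds at multiple concentrations against complex formation between 0.6 uM TRb ligand-binding domain and 20 nM Texas Red SRC2 peptide, with 1 uM T3 present; readout after 5 hr.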
Tau FP inhib – blocks human tau fibril formation measured by polarization; Potency, µM (titrated, usually from 57.7 µM), for the others: at the top dose activity, negative = inhibition, most hits filed as inhibitors; P10636; AID 1468; hit rate 0.39% among 280,000; K18 P301L tau heparin fibrillization, Alexa594 FP, 6 h; further: potency means the concentration at half of the fitted maximal effect; on the % scale 0 is the no-effect control and ±100 the full control effect; nearly all actives have a fitted effect of over 55% in size
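Heparin (20 uM) drove fibril formation of recombinant tau K18 P301L, 15 uM unlabeled with 0.24 uM Alexa 594 label, for 6 hr at 37 C in 100 mM sodium acetate pH 7. Fluorescence polarization (555/632 nm) read 1 hr after 30 uM ThT.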
CBFb-RUNX1 inh – inhibitors of human CBF-beta and RUNX1 interaction | Q01196+Q13951 | AlphaScreen CBFb-His/RUNX1-biotin binding, biochemical | Potency, µM (titrated, usually from 59.8 µM), without a hit: at the highest dose activity, negative = inhibition, hits mostly inhibitors | 230,000 tested, under 10 active; further: % of control where 0% means no effect
Target sequence (Q01196 whole entry, looked up): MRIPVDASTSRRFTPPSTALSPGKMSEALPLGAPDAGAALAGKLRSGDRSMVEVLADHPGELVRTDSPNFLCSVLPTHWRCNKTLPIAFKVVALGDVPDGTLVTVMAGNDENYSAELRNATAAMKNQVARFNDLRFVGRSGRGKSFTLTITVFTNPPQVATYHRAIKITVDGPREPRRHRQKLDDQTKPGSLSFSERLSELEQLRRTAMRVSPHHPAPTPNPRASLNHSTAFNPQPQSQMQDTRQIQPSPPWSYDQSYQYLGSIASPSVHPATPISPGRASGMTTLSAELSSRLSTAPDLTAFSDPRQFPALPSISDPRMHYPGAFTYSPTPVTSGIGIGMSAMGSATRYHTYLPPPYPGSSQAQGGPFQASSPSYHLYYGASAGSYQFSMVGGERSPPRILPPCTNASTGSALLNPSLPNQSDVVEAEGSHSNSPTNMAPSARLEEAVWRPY
Target sequence (Q13951 whole entry, looked up): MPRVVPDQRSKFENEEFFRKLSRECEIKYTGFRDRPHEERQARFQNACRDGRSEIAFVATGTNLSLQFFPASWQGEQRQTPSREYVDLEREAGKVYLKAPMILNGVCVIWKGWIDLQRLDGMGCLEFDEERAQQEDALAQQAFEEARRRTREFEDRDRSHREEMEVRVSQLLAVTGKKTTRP
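CBFb-His/RUNX1-biotin, 30 nM each, preincubated 20 min RT; compound 15 min RT; Ni + streptavidin beads 50 ng each, 90 min RT; AlphaScreen read.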
NPSR antag – blocks cAMP signaling of the human neuropeptide S receptor; Q6W5P4; CHO-NPSR cells, cAMP TR-FRET, antagonist mode; Potency, µM (doses to about 38.3 µM), without a hit: at the top dose activity change, negative = inhibition, usual class: inhibitors; hit rate 1% among 220,000; further: potency means the concentration at half of the fitted maximal effect; on the % scale 0 is the no-effect control and ±100 the full control effect; nearly all actives have a fitted effect of over 50% in size; many of its hits are not listed in these tables
* hit, by the source's call; ? = inconclusive; / = no result given; [ ] = another dose, or the depositor's remark. Unless noted, the call rests on the fitted dose curve; in most records, active means well fitted curve in the direction sought with a large enough effect; inconclusive means small, poorly fitted or top-dose-only effect, or another doubt; inactive means no such curve, though single readings can be large; an effect the other way counts as inactive or inconclusive. A portion of the library; rates above refer to the full screens.

The first nine entries as a preview:
Values run as follows: CBFb-RUNX1 inh	Epigenetic reg	TR SRC2 fluor cs	TRb SRC2 PPI	Tau FP inhib	NPSR antag	aGal spleen mod	Tau fluor cs
> CCCCN(C)S(=O)(=O)c1ccc(C(=O)Nc2ccc(-c3nc4ccc(C)cc4s3)cc2)cc1
  /	1.4%	7%	4%	-16%	/	/	-5%
> O=C(CCC1CCCCC1)NCc1cccs1
  14%	-1.2%	0%	-4%	5%	11%[46.1 µM]	0%	-12%
> COCCNC(=O)CSc1nc(N)c(NC(=O)c2ccccc2F)c(=O)[nH]1
  6%	1.0%	0%	-8%	-7%	14%	-1%	7%
> CCOC(=O)c1c(C)n(-c2ccccc2)c2ccc(O)c(CN(C)C)c12
  -7%	-0.2%	-5%	-1%	-9%	-16%	-10%	-11%
> CCOC(=O)c1cn2nc(N3CCCCC3)ccc2n1
  7%	0.0%	-1%	2%	2%	-3%	4%	1%
> CC(=O)c1ccc(NC(=S)N2CCC(O)CC2)cc1
  -3%	-0.9%	2%	-3%	3%	16%[46.1 µM]	-8%	-5%
> O=S(=O)(c1ccccc1)N1CCN(c2ccnc3cc(Cl)ccc23)CC1
  1%	0.3%	-1%	-5%	4%	-56%	-4%	-13%
> Cc1cc(C(=O)OCC(=O)c2ccc(Br)s2)no1
  2%	2.6%	-1%	3%	3%	?	-3%	-10%
> COC(=O)CSc1nc(-c2ccccc2)cc(-c2ccco2)c1C#N
  0%	1.5%	-3%	4%	-19%	?	3%	-28%

This part in full, from the first entry:
Values run as follows: CBFb-RUNX1 inh	Epigenetic reg	TR SRC2 fluor cs	TRb SRC2 PPI	Tau FP inhib	NPSR antag	aGal spleen mod	Tau fluor cs
> CCCCN(C)S(=O)(=O)c1ccc(C(=O)Nc2ccc(-c3nc4ccc(C)cc4s3)cc2)cc1
  /	1.4%	7%	4%	-16%	/	/	-5%
> O=C(CCC1CCCCC1)NCc1cccs1
  14%	-1.2%	0%	-4%	5%	11%[46.1 µM]	0%	-12%
> COCCNC(=O)CSc1nc(N)c(NC(=O)c2ccccc2F)c(=O)[nH]1
  6%	1.0%	0%	-8%	-7%	14%	-1%	7%
> CCOC(=O)c1c(C)n(-c2ccccc2)c2ccc(O)c(CN(C)C)c12
  -7%	-0.2%	-5%	-1%	-9%	-16%	-10%	-11%
> CCOC(=O)c1cn2nc(N3CCCCC3)ccc2n1
  7%	0.0%	-1%	2%	2%	-3%	4%	1%
> CC(=O)c1ccc(NC(=S)N2CCC(O)CC2)cc1
  -3%	-0.9%	2%	-3%	3%	16%[46.1 µM]	-8%	-5%
> O=S(=O)(c1ccccc1)N1CCN(c2ccnc3cc(Cl)ccc23)CC1
  1%	0.3%	-1%	-5%	4%	-56%	-4%	-13%
> Cc1cc(C(=O)OCC(=O)c2ccc(Br)s2)no1
  2%	2.6%	-1%	3%	3%	?	-3%	-10%
> COC(=O)CSc1nc(-c2ccccc2)cc(-c2ccco2)c1C#N
  0%	1.5%	-3%	4%	-19%	?	3%	-28%
> COc1ccc(C2=NS(=O)(=O)N(C)C(C(=O)Nc3ccc(OC(F)(F)F)cc3)=C2)cc1
  /	-3.4%	1%	0%	?	/	/	-18%
> Cc1ccc(NC(=O)CN2CCC3(O)CCCCC3C2c2ccc3c(c2)OCO3)c(C)c1 (stereo not given)
  3%	-1.6%	-2%	0%	1%	?	-4%	-2%
> CCC(CC)C(=O)Nc1ccc2nc(SCC(=O)N3CCOCC3)sc2c1
  /	0.8%	-16%	1%	5%	/	/	2%
> O=C(O)c1ccc(C2CCCCC2)cn1
  -15%	1.0%	0%	-20%	-4%	-1%[46.1 µM]	?	-4%
> COC(=O)c1c(-c2cccc(C)c2)csc1NC(=O)C1CCCO1 (stereo not given)
  -3%	3.3%	-2%	-10%	-6%	-30%	-7%	-17%
> Cc1nn(-c2ccccc2C(=O)O)c(=O)c2ccccc12
  7%	1.1%	-1%	1%	2%	-11%[46.1 µM]	-1%	-1%
> O=c1cc(-c2ccccc2)nc2nc(COc3ccccc3)[nH]n12
  -4%	-5.9%	-5%	-3%	4%	0%[46.1 µM]	1%	1%
> CCOc1ccc(NC(=O)c2nnn(CC(=O)Nc3ccccc3OC)c2N)cc1
  1%	0.0%	-1%	5%	-6%	-3%[46.1 µM]	-11%	-14%
> O=C(CCn1c(=O)c2cccn2c2cccnc21)N1CCN(c2ccccc2F)CC1
  /	-0.7%	-2%	1%	-1%	/	/	-3%
> NC1=NCC2c3ccccc3Cc3ccccc3N12 (stereo not given)
  -9%	/	-1%	2%	/	/	-7%	/
> CCc1cc2c(C)cc(=O)oc2cc1OC(=O)C1CCCN1C(=O)OC(C)(C)C (stereo not given)
  ?	-0.9%	-1%	4%	5%	-29%[46.1 µM]	?	-6%
> Cc1cccc(NCc2cc(Cl)ccc2O)n1
  8%	0.0%	0%	-1%	0%	?	0%	-18%
> O=C1C2CCCCC2C(=O)N1c1cccc(OS(=O)(=O)c2ccccc2)c1 (stereo not given)
  3%	1.5%	4%	2%	11%	13%	-5%	-5%
> CCOc1ccc(C(=O)NCc2nc3cccnc3n2Cc2cccc(OC)c2)cc1
  /	0.0%	-6%	-2%	2%	/	/	-12%
> O=C(c1ccc(Br)o1)N1CCN(c2ccc(F)cc2)CC1
  -1%	0.0%	0%	-7%	8%	-10%[46.1 µM]	-3%	-5%
> Nc1c(-c2ccccc2)cnn1-c1cccc(C(F)(F)F)c1
  8%	3.0%	-4%	7%	8%	-17%[46.1 µM]	-1%	-6%
> Cc1ccc(-c2nc(CSCC(=O)NCCN3CCN(Cc4ccccc4)CC3)c(C)o2)cc1
  5%	-1.1%	1%	1%	5%	0%[46.1 µM]	-3%	-5%
> Cc1cc2n(n1)C(c1ccc3c(c1)OCO3)Nc1c(C)cccc1-2 (stereo not given)
  6%	0.0%	-3%	-2%	4%	-16%[46.1 µM]	7%	?
> O=C(NC1CCCCCC1)C1CCN(C(=O)N2CCOc3ccc(Cl)cc32)CC1
  /	0.8%	4%	1%	?	/	/	?
> O=C(c1ccc(NC(=O)C2(c3ccccc3)CCOCC2)cc1)N1CCOCC1
  -5%	0.0%	0%	-25%	-8%	-4%[46.1 µM]	-7%	-3%
> Nc1nnc(SCC(=O)c2ccc3ccccc3c2)s1
  -10%	0.0%	-6%	5%	13%	?	-7%	-3%
> CCc1nnc2c3cnn(-c4ccccc4)c3ncn12
  -23%	-2.9%	-5%	-5%	1%	6%[46.1 µM]	-4%	1%
> CCN(CC)c1ccc(/C=C2\CCC(/C=N/NC(=O)c3ccc(=O)n(C)c3)=C2N2CCOCC2)cc1
  -14%	?	4%	11%	?	-17%	-1%	?
> COc1ccccc1CNC(=O)COc1ccc2c(c1)CCC2
  17%	-7.6%	2%	1%	-2%	-26%	4%	-9%
> NCCCC[C@H]1CNC(=S)N1CC1(c2ccccc2)CC1
  4%	0.0%	1%	7%	-3%	17%	-1%	12%
> O=C(c1ccccc1)c1nnc(-c2ccccc2F)o1
  12%	-1.1%	-6%	-15%	12%	2%[46.1 µM]	3%	-5%
> CCCS(=O)(=O)N1CCC(C(=O)NCCN(C)Cc2ccccc2)CC1
  4%	-0.9%	0%	2%	-3%	0%[46.1 µM]	3%	-2%
> O=C1CCCCCC1C1(O)C(=O)Nc2ccccc21 (stereo not given)
  6%	0.0%	-5%	0%	-2%	-4%[46.1 µM]	7%	2%
> CCSc1ccc(-c2ccc(C)cc2)nn1
  -7%	-1.4%	-4%	7%	-3%	16%	-6%	-5%
> COc1ccc(-n2c(Cn3c(=O)sc4ccccc43)nnc2SCC(=O)N2CCOCC2)cc1
  1%	0.2%	-2%	-10%	-4%	-14%[46.1 µM]	-1%	-1%
> CC(NC(=O)COc1ccc(Br)cc1)C(=O)O (stereo not given)
  -4%	-1.1%	-7%	-8%	-3%	-4%[46.1 µM]	11%	3%
> Fc1cccc(Nc2nc(-c3ccncc3)nc3ccccc23)c1
  -7%	0.0%	3%	11%	0%	4%	-2%	2%
> COc1ccccc1NC(=O)CN1CCSc2ccccc21
  -5%	-0.3%	0%	-12%	6%	-38%	3%	-22%
> Cc1cc(NC(=O)c2ccc(Cl)cc2)n(CCOC(=O)c2ccc(Cl)cc2)n1
  -9%	-1.0%	-4%	-18%	-15%	-2%	5%	-26%
> CC1COc2ccccc2N1C(=O)c1cccnc1Cl (stereo not given)
  14%	8.2%	0%	-6%	1%	9%	5%	-6%
> CC(C)(C)OC(=O)NCCCCCC(=O)N/N=C/c1coc2ccccc2c1=O
  7%	0.1%	-1%	-6%	-3%	7%	-18%	-21%
> CCCCc1c(C)c2ccc(OC)c(/C(C)=N\O)c2oc1=O
  3%	1.1%	-2%	5%	1%	-15%[46.1 µM]	1%	-12%
> COC(=O)C1C(c2ccc(Cl)cc2)NC(c2ccc(Cl)cc2)C(C(=O)OC)S1(=O)=O (stereo not given)
  -1%	-1.2%	2%	2%	1%	-25%[46.1 µM]	3%	-9%
> COC(=O)c1c(NC(=O)CCCC(=O)O)sc(C)c1C
  5%	-3.9%	3%	5%	-11%	-6%[46.1 µM]	-4%	2%
> OCCC1CN(Cc2cnc(-c3ccc(Cl)cc3)nc2)CCN1C1CCCCC1 (stereo not given)
  -2%	-0.1%	-2%	-4%	6%	3%	4%	-10%
> CC1CCC(NC(=O)c2ccc(N3CCCC3=O)cc2)CC1 (stereo not given)
  3%	-1.8%	0%	-13%	6%	-5%[46.1 µM]	-2%	-5%

Source: PubChem (National Center for Advancing Translational Sciences (NCATS))
